RORg inh: qHTS for inhibitors of ROR gamma transcriptional activity; Drosophila S2 Gal4-RORgamma UAS-luciferase reporter, 20 h; Potency, µM (highest dose often 53.6 µM), without a hit: top-dose activity change, negative = inhibition, hits mostly inhibitors; 310,000 compounds, 5.4% hits; Nuclear receptor ROR-gamma (Mus musculus), P51450; note: potency is the fitted concentration of half-maximal effect; % is set by controls: 0 for no effect and ±100 for the full control effect; nearly all actives have a fitted effect of over 60% in size
Target sequence (P51450 whole entry, looked up, the tested form may be a part): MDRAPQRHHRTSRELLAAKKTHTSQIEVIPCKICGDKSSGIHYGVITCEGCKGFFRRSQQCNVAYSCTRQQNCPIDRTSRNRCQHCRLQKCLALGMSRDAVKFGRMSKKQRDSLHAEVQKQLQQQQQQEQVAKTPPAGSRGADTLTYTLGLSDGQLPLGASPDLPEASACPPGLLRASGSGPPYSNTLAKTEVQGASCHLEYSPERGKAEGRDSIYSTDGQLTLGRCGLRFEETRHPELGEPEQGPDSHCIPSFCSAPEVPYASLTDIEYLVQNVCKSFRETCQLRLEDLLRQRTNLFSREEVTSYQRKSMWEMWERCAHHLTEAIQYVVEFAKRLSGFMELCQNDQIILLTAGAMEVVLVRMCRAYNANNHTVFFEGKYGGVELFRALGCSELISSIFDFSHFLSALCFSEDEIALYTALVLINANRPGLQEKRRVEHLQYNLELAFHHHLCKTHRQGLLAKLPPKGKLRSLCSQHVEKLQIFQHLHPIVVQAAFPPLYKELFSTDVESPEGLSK
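Schneider cells (Drosophila), stable Gal4 DBD–ROR gamma + UAS-luc; 1 hr cmpd preincubation; Cu2+ induction 700 uM final; 20 hr ambient; luminescence.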
ELG1 genotox: qHTS screen for small molecules that induce genotoxicity in human embryonic kidney (HEK293T) cells expressing luciferase-tagged ELG1 | HEK293T ELG1-luciferase reporter, luminescence, 16 h | Potency, µM (highest dose often 46 µM), without a hit: top-dose activity change, positive = activation, hits mostly activators | 330,000 compounds, 1.3% hits; note: potency is the fitted concentration of half-maximal effect; % of control where 0% means no effect; nearly all actives have a fitted effect of over 60% in size
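DMSO vehicle served as control against compound-treated ELG1-luciferase HEK293T cells; exposure lasted 16 hr at 37 °C and 5% CO2, followed by ONE-Glo luminescence detection after 30 min.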
p53 reactivator: qHTS assay for re-activators of p53 using a Luc reporter. H1299 p53-A138V BP100-luciferase reporter, luminescence, 24 h. Potency, µM (highest dose often 92.2 µM), for the others: top-dose activity change, positive = activation, actives largely listed as activators. 320,000 compounds, 0.063% hits; note: potency is the fitted concentration of half-maximal effect; % of control where 0% means no effect; nearly all actives have a fitted effect of over 45% in size
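p53-null H1299 cells stably carrying temperature-sensitive p53-A138V and a BP100-luciferase reporter were pinned with compounds (4-point, 1:5 series) and held 24 hrs at 37 deg C. Luminescence was read 10 min after detection reagent.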
Tb PFK inh: qHTS Assay to Find Inhibitors of T. brucei phosphofructokinase; ATP-dependent 6-phosphofructokinase (Trypanosoma brucei brucei), O15648; T. brucei PFK, ADP-Glo luminescence; Potency, µM (doses to about 57.5 µM), inactives show at the top dose activity, negative = inhibition, hits mostly inhibitors; 330,000 compounds, 0.17% hits;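 note: potency is the fitted concentration of half-maximal effect; 0% = uninhibited 1x PFK enzyme wells and -100% = no-enzyme wells; nearly all actives have a fitted effect of over 60% in size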
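ADP-Glo luminescence quantified ADP after 45 min at room temperature, with 1.25 nM T. brucei PFK, 0.1 mM ATP and 0.5 mM fructose-6-phosphate in pH 8.0 TEA buffer. qHTS titrations up to 57 µM; curves classified by quality.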
Rab9 promoter act: qHTS Assay for Rab9 Promoter Activators; Potency, µM (doses to about 9.22 µM), for the others: at the top dose activation, negative = inhibition, hits mostly activators; 320,000 compounds, 2.8% hits; Huh7 Rab9 promoter-luciferase reporter, luminescence, 24 h; note: potency is the fitted concentration of half-maximal effect; % of control where 0% means no effect; nearly all actives have a fitted effect of over 60% in size
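Rab9 promoter-driven luciferase in stably transfected Huh7 cells; 1500 cells/well rested 2 h, exposed to compound in DMSO for 24 h at 37 °C, 5% CO2. Luminescence read 10 min after adding luciferase reagent at ambient temperature.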
TRPV1 agonist: HTS Assay for Compounds that Act as Agonists of the Vanilloid Receptor 1. activation, % at 8.33 µM. 320,000 compounds, 0.19% hits. TRPV1-expressing cells, Fluo-8 calcium influx, agonist mode. Transient receptor potential cation channel subfamily V member 1 (Homo sapiens), Q8NER1. AID 540275, 2011; in the data active = activation above about 80%; inconclusive = between about 30% and that limit; note: 0% is about no effect
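Fluo-8 calcium influx in TRPV1-expressing cells, kinetic read (ex 480/em 520 nm). Compound added and read 3 min for agonist activity, followed by capsaicin at EC20 final and 2 min further read for enhancement.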
ELG1 DNA repair: qHTS screen for small molecules that inhibit ELG1-dependent DNA repair in human embryonic kidney (HEK293T) cells expressing luciferase-tagged ELG1. AID 504467, 2011. HEK293T ELG1-luciferase reporter, luminescence, 16 h; DNA damage induced by 5-fluorouridine. Potency, µM (titrated, usually from 46.1 µM), for the others: at the highest dose activity change, negative = inhibition, most hits filed as inhibitors. 330,000 compounds, 2.3% hits; note: potency is the fitted concentration of half-maximal effect; % is set by controls: 0 for no effect and ±100 for the full control effect; nearly all actives have a fitted effect of over 55% in size
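Quantitative HTS, concentration-response format. 2,000 cells/well co-treated with 5-fluorouridine and compound, 16 hr in 5% CO2 at 37 °C; ONE-Glo luminescence read after 30 min.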
Gal4-VP16 FLuc: VP16 counterscreen qHTS for inhibitors of ROR gamma transcriptional activity | 310,000 compounds, 3.5% hits | Drosophila S2 Gal4-VP16 UAS-luciferase, luminescence, 20 h | Potency, µM (top dose mostly 53.6 µM), for the others: at the top dose activity, negative = inhibition, usual class: inhibitors;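 note: Gal4-VP16 expression switched on by copper sulfate through the metallothionein promoter; potency is the fitted concentration of half-maximal effect; % is set by controls: 0 for no effect and ±100 for the full control effect; nearly all actives have a fitted effect of over 50% in size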
BRCA1 expr up: qHTS Assay to Identify Small Molecule Activators of BRCA1 Expression; AID 624202, 2012; Potency, µM (top dose mostly 46.1 µM), for the others: at the top dose activation, most hits filed as activators; MCF7-BRCA1-FFLuc reporter, luminescence, 48 h; response scale: scaled: vehicle 0%, 10 µM genistein 100%; 380,000 compounds, 1.1% hits; note: potency is the fitted concentration of half-maximal effect; nearly all actives have a fitted effect of over 80% in size; some results filed as inactive show a strong effect at the top dose
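MCF7-BRCA1-FFLuc, 2000 cells/well; 2 h attach, 37 °C/5% CO2; compound 48 h; luciferase substrate 15 min; luminescence end-point. Norm. to genistein 10 microM max activation and DMSO; concentration-response curves fitted.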
NPC1 promoter act: qHTS Assay for NPC1 Promoter Activators; Huh7 NPC1 promoter luciferase reporter, 24 h; Potency, µM (highest dose often 9.22 µM), without a hit: top-dose activation, most hits filed as activators; 320,000 compounds, 2.4% hits;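 note: potency is the fitted concentration of half-maximal effect; % of control where 0% means no effect; nearly all actives have a fitted effect of over 60% in size; reporter is driven by a mutant NPC1 promoter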
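Readout is luciferase luminescence, reflecting NPC1 promoter activation in stably transfected Huh7 cells after 24 h compound exposure at 37 °C in reduced-serum medium with 10% FBS.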
FLuc modulator: qHTS profiling assay for firefly luciferase inhibitor/activator using purifed enzyme and Km concentrations of substrates (counterscreen for miR-21 project) | Luciferin 4-monooxygenase (Photinus pyralis), P08659 | purified FLuc, Km substrates, luminescence inhibition | Potency, µM (highest dose often 57.5 µM), without a hit: top-dose activity change, negative = inhibition, usual class: inhibitors | 360,000 compounds, 6.9% hits | AID 588342, 2011;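 note: potency is the fitted concentration of half-maximal effect; plate controls were vehicle for no effect and reference inhibitor for full effect; nearly all actives have a fitted effect of over 55% in size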
Target sequence (P08659 whole entry, looked up): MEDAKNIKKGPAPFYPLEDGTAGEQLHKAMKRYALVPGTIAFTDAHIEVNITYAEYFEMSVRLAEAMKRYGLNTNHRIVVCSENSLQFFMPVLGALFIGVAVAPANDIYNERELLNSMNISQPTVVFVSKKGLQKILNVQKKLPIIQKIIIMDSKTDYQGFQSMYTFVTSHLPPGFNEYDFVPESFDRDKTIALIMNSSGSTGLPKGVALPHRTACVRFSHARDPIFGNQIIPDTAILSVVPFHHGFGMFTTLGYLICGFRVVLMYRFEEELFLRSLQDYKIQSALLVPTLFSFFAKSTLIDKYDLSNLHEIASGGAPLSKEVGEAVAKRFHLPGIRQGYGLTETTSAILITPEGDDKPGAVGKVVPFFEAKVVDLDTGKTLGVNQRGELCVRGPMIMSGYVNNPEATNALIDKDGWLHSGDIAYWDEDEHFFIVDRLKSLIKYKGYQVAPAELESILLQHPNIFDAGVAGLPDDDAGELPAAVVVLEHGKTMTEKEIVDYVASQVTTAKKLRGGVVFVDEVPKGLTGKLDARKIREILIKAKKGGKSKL
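Purified P. pyralis luciferase (10nM final) with 10uM D-luciferin and 10uM ATP (Km levels) in 50mM Tris acetate pH 7.5, 10mM Mg acetate, 0.01% Tween-20, 0.05% BSA; qHTS 6-point titration, ~60 µM downward; luminescence read.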
An asterisk follows results filed as active; u = inconclusive; x = not tested or not shown; & = joins results of further samples; [ ] = dose if it differs, or a comment. Unless noted, calls come from the whole dose curve; as a rule, active = well fitted curve in the direction sought with a large enough effect; inconclusive = small, poorly fitted or top-dose-only effect, or another doubt; inactive = no such curve, though single readings can be large; an effect the other way counts as inactive or inconclusive.

SMILES	RORg inh	ELG1 genotox	p53 reactivator	Tb PFK inh	Rab9 promoter act	TRPV1 agonist	ELG1 DNA repair	Gal4-VP16 FLuc	BRCA1 expr up	NPC1 promoter act	FLuc modulator
CCN(CC)CCN(C(=O)c1ccc2ccccc2c1)c1nc2cc3c(cc2s1)OCO3	34%	-13%	u	-6%	0%	-1	-5%	-13%	-15%	-2%	0%
CCO[C@H]1OC(C(=O)N2CCN(Cc3ccccc3)CC2)=C[C@@H](c2ccc(C(F)(F)F)cc2)[C@@H]1CCCO	u	-8%	0%	-1%	6%	u	-16%	-24%	-42%	-1%	-1%
CC1CCCN(C(=O)Cn2c3ccccc3c3nc4n(c(=O)c32)CCS4)C1 (centres undefined)	14%	-3%	-13%	1%	u	4	12%	-7%	-19%	2%	-1%
O=C1CCN(Cc2ccccc2)C=C1c1ccc(C(F)(F)F)cc1	x	5%	21%	3%	x	x	5%	x	-44%	x	x
CCOC(=O)c1nn(-c2ccccc2C)c2nc(-c3ccc(C)cc3)c(C#N)c(=O)n12	-15%	x	x	x	x	1	x	5%	-12%	x	5%
Cc1ccc(C2=NN(CC(=O)NCCC(C)C)C(=O)CC2)cc1	-2%	3%	0%	1%	-6%	11	-2%	3%	-2%	0%	1%&-6%
Cc1ccc(/C=C/S(=O)(=O)NCC(=O)OCC(=O)NCc2ccccc2)cc1	3%	4%	-8%	3%	-6%	1	13%	-15%	-24%	-5%	-1%
COc1cc(/C=N/NC(N)=O)c(Br)cc1OCC(=O)Nc1ccccc1C	-19%	19%	3%	-1%	-1%	x	27%	-3%	-18%	-3%	0%
COc1ccc(-c2[nH]n(-c3ccc([N+](=O)[O-])cc3)c(=O)c2C=NCc2ccncc2)cc1	0%	-3%	-7%	0%	1%	0	u	-6%	-17%	3%	-6%
CCOC(=O)Cc1nn(CC)c(=O)c2ccccc12	-16%	2%	1%	-6%	-11%	-1	14%	-6%	-4%	-1%	-1%
CCCC(=O)Nc1ccc2c(c1)nc1n2CCN(C2CCCCC2)C1	26%	-3%	-2%	3%	0%	1	-4%	u	4%	1%	-16%
CCCNC(=O)C(Cc1cccc(Cl)c1)NC(=O)c1ccc(C#N)cc1 (centres undefined)	x	2%	7%	-2%	-9%	0	17%	x	-10%	1%	4%
CCCc1cc(C(N)=O)c(NC(=O)c2cc(C)on2)s1	42%	-2%	-4%	20%	-3%	0	-12%	-8%	-33%	-1%	2%[2.3 µM]
C=CCN1CC(O)=C(c2nc3ccccc3[nH]2)C1=N	0%	16%	1%	0%	28%	11	u	u	70%	22%	u
O=S(=O)(NCCc1csc(-c2ccc(C(F)(F)F)cc2)n1)c1ccc2c(c1)OCCO2	u	u	-5%	-1%	-9%	8	-11%	u	-22%	0%	-1%
CN1C(=O)CC(C(=O)O)SC1=Nc1cc(Cl)c(O)c(Cl)c1 (centres undefined)	9%	0%	0%	0%	13%	1	2%	-3%	-5%[1.84 µM]	6%	-1%
COc1ccc(CNC(=O)COC(=O)c2cc(S(=O)(=O)N3CCOCC3)ccc2O)cc1OC	x	0%	9%	4%	x	x	16%	x	-8%	x	x
CC1C=CC(C)C(C(=O)O)C1C(=O)O (centres undefined)	16%	0%	-1%	u	2%	2	7%	-3%	0%	-4%	0%
Cc1nc2ccccc2c(=O)n1NC(=O)c1ccc(Cl)c(Cl)c1	13%	-5%	-2%	1%	6%	20	2%	4%	-3%	-1%	-1%
Nc1n[nH]c(N)c1N=Nc1ccc(Cl)cc1Cl	u	u	18%	4%	3%	2	u	0%	u	17%	13µM*
Cc1ccccc1Nc1nnc(C)c(=O)[nH]1	13%	-4%	13%	-3%	20%	3	1%	-1%	0%	1%	4%
O=C(N/N=C/c1ccco1)C(O)C(O)C(=O)N/N=C/c1ccco1 (centres undefined)	-5%	-3%	8%	-1%	-1%	-1	-1%	-2%	-5%	1%	5%
COc1ccc(/C=C/C(=O)NCC(c2ccc(F)cc2)N2CCOCC2)cc1OC (centres undefined)	16%	-1%	-3%	-1%	-1%	-2	2%	-7%	-22%	2%	2%
O=C(Nc1ccc(F)c(S(=O)(=O)N2CCOCC2)c1)C1CCCCC1	x	-6%	2%	1%	-4%	8	u	x	-19%	-5%	4%
COc1ccc(C(=O)CSc2nnc(-c3cccnc3)n2Cc2ccco2)cc1	7%	0%	-21%	2%	-5%	-2	0%	0%	1%	2%	1%
Cc1ccc(-n2c(Cn3nc(C(F)(F)F)cc3C)n[nH]c2=S)cc1	u	2%	2%	-5%	-3%	-2	9%	u	-9%	3%	1%
COc1ccc(CCNC(=O)CCC(=O)N2CCOc3ccc(Cl)cc32)cc1OC	27%	0%	x	u	7%	1	5%	5%	-11%	2%	-9%
COC(=O)[C@]1(Cc2ccccc2)N[C@H](CN(C)C(=O)Nc2ccc(Cl)cc2)[C@@H]2C(=O)N(Cc3ccccc3)C(=O)[C@@H]21	x	-1%	5%	-6%	x	x	-15%	x	0%	x	x
CCCC(=O)Nc1ccc(NC(=S)NC(=O)c2cccs2)cc1	u	2%	-5%	-4%	18%	1	-9%	u	18%	14%	2%
CCN1CCN(C(c2cc3cc4c(cc3[nH]c2=O)OCO4)c2nnnn2C(C)(C)CC)CC1 (centres undefined)	3%	-1%	-5%	2%	-18%	2	12%	-4%	-21%	1%	-3%
NC(=O)c1cc(S(=O)(=O)N2CC=C(c3ccccc3)CC2)cs1	-3%	-4%	2%	2%	-7%	1	1%	17%	0%	2%	1%
CC1=Nc2cc(C(=O)NCCCN3CCOCC3)ccc2Sc2c(C)ccc(C)c21	13%	-2%	0%	1%	-2%	13	u	-15%	-32%	-2%	4%
O=C1c2ccccc2-c2c1cccc2C(=O)N1CCCCCC1	-11%	1%	-11%	-7%	-10%	-2	-3%	-2%	38%	1%	-4%
COc1ccc(CCN=C(N)NS(=O)(=O)c2ccc(C)c(C)c2)cc1OC	3%	8%	-10%	-1%	-2%	2	3%	-6%	8%	1%	-1%
Cc1ccc(-c2csc(NC(=O)CSc3nc4ccccc4c(=O)n3CCCN(C)C)n2)cc1	u	u	u	2%	-6%	0	u	u	-97%[inhibitor]	-1%	-9%
CCOc1ccccc1CNC(=O)Cn1ccc2cc(S(=O)(=O)N3CCCCCC3)ccc21	31%	-9%	-4%	-3%	-4%	6	-29%	u	-17%	-7%	0%
O=C(Nc1ccc2c(c1)OCCO2)c1ccc(Br)o1	u	u	10%	-3%	1.6µM*	-3	u	u	u	1.3µM*	2.1µM*
Cc1cccc(CCNC(=O)c2cc(S(=O)(=O)N3CCCC3)cn2C)c1	u	-1%	7%	-1%	-2%	0	9%	5%	-20%	-5%	u
COc1ccc(C2NC(=O)CCC2[N+](=O)[O-])cc1OC (centres undefined)	-13%	-3%	x	5%	4%	1	20%	-2%	0%	0%	4%
Nc1nc(C(c2ccccc2)c2ccccc2)cs1	0%	-1%	-1%	-1%	5%	-1	7%	-5%	0%	-2%	-1%
CCOc1ccc(-c2cn(S(=O)(=O)c3cccc4nsnc34)nc2N)cc1	8%	-3%	-9%	-6%	2%	-3	u	-9%	-32%	0%	2%
COc1ccc(C(C)(C)C)cc1NS(=O)(=O)c1cccc2cccnc12	-29%	-4%	-1%	1%	-4%	3	-2%	-1%	-34%	1%	6%
CN(C(=O)COC(=O)c1ccc2c(c1)OCO2)c1c(N)n(Cc2ccccc2)c(=O)[nH]c1=O	x	1%	1%	-22%	-1%	-1	8%	x	-19%	-1%	1%

Three entries from above, arranged by the number in Rab9 promoter act, falling:
SMILES	Rab9 promoter act
CCOc1ccc(-c2cn(S(=O)(=O)c3cccc4nsnc34)nc2N)cc1	2%
O=C(N/N=C/c1ccco1)C(O)C(O)C(=O)N/N=C/c1ccco1 (centres undefined)	-1%
Cc1cccc(CCNC(=O)c2cc(S(=O)(=O)N3CCCC3)cn2C)c1	-2%
